Source: PubChem
Salmonella PhoP GFP: PhoP-dependent GFP reporter repression – Salmonella Typhimurium, primary screen (AID 1863) | S. Typhimurium PhoP-regulated promoter GFP reporter, 4 h; higher % means a stronger effect | inhibition, % at 50 µM; hits with a dose series show IC50 in µM | 300,000 tested, 0.16% active;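 active = inhibition over 29.93%, a cutoff 3 SD above the screen mean, later confirmed by dose response; inconclusive = inhibition over 29.93% but no dose response follow-up; inactive = inhibition at most 29.93% or unconfirmed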;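 also: 0% = low Mg2+ inducing control and 100% = high Mg2+ repressing control; strong numbers were not always called active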
NS5 inhibitors: Dengue-2 NS5 methyltransferase inhibitors, primary screen, biochemical, confirmation dose response (AID 588689); Dengue-2 NS5 methyltransferase capping enzyme assay, biochemical; higher % means a stronger effect; inhibition, % at 25 µM, or IC50 in µM where a hit was titrated; 340,000 tested, 0.3% active; in the data active = a potency from the dose series; inconclusive = inhibition above about 29% without an active follow-up result
GPR35 antagonists: GPR35 antagonists blocking zaprinast-driven arrestin recruitment, primary screen, imaging, U2OS, beta-arrestin-GFP, zaprinast agonist (AID 2058) | U2OS GPR35 beta-arrestin-GFP translocation imaging, zaprinast antagonism; higher % means a stronger effect | inhibition, % at 10 µM, or IC50 in µM where a hit was titrated | 290,000 tested, 0.052% active;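 active = inhibition of at least 50% with at least 30 cells and total cytoplasm GFP at most 10,000,000; inconclusive = under 30 cells or total GFP of 10,000,000 plus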
GPR55 LPI antagonism: GPR55 antagonists blocking LPI-driven arrestin recruitment, primary screen, imaging, U2OS, beta-arrestin-GFP, LPI agonist (AID 2013) | 290,000 tested, 0.13% active | inhibition, % at 10 µM, or IC50 in µM where a hit was titrated | U2OS GPR55 beta-arrestin-GFP translocation imaging, LPI antagonism; higher % means a stronger effect;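 active = spots per cell inhibited over 60%, with over 100 cells counted and total cytoplasm intensity under 500,000; inconclusive = wells with under 100 cells, flagged as likely toxic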;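 also: U2OS cells stably carrying GPR55 and arrestin-GFP stimulated by 5 µM LPI near EC80; imaged beta-arrestin-GFP aggregate spots per cell after agonist stimulation; plate controls were LPI-stimulated DMSO wells for no effect and DMSO wells without LPI for full effect; some results filed as inactive read as strong as hits; confirmed hits need IC50 under 10 µM and bright autofluorescent wells are also inconclusive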
HIV peptide binding: inhibitors of HIV fusion peptide binding, primary screen, biochemical, uHTS, fluorescence dequenching (AID 1986); inhibition, % at 20 µM; hits with a dose series show IC50 in µM; cell-free peptide binding, fluorescence dequenching, 30 min; higher % means a stronger effect; 290,000 tested, 0.3% active; in the data active = inhibition mostly above about 52%, no sharp cut-off; inactive = mostly below about 76%; also: some results filed as inactive read as strong as hits
Large T inhibition: SV40 large T antigen inhibitors, biochemical (AID 1903); SV40 large T antigen ATPase/helicase inhibition assay; higher % means a stronger effect; inhibition, % at 20 µM; hits with a dose series show IC50 in µM; 310,000 tested, 0.39% active; in the data active = a potency from the dose series; inconclusive = inhibition mostly from about 32% at the one dose, without a potency; inactive = the rest, 99 in 100 with inhibition below about 32%; also: strong numbers were not always called active
RSV antiviral HEp-2: RSV antiviral activity via CPE protection, HEp-2 cells, primary 10 µM value included (AID 2391). HEp-2 cells, RSV-induced CPE inhibition; higher % means a stronger effect. CPE inhibition, % at 10 µM; hits with a dose series show IC50 in µM. 310,000 tested, 0.13% active; in the data active = a potency from the dose series; inconclusive = CPE inhibition mostly from about 23% at the one dose, without a potency; inactive = the rest, 99 in 100 with CPE inhibition below about 21%; also: strong numbers were not always called active
UTI89 phage lysis: inhibition of K1F phage lysis, E. coli UTI89, bacterial capsule biogenesis inhibitors, alamar blue (AID 488966) | E. coli UTI89 K1F phage lysis, alamar blue, 2 h; higher % means a stronger effect | inhibition, % at 100 µM; hits with a dose series show IC50 in µM | 340,000 tested, 0.02% active;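 active = phage lysis inhibition, versus mean bacterial control, above a set limit; inconclusive = no clear call, values can overlap the other calls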;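 also: capsule biogenesis inhibitors block K1F phage lysis so surviving cells raise fluorescence; higher fluorescence means more inhibition of phage lysis; actives were called in the ten point dose series up to 300 µM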
MgcRacGAP inhibition: MgcRacGAP GTPase-activating activity inhibitors, confirmation, biochemical, ADP Hunter fluorescence; MgcRacGAP-stimulated Rac1 GTP hydrolysis, ADP Hunter fluorescence; higher % means a stronger effect; GST-tagged Rac1 F28L mutant substrate; inhibition, % at 30 µM; hits with a dose series show IC50 in µM; 340,000 tested, 0.6% active; AID 624330;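 active = first-screen hits whose inhibition reached a set limit at any dose in the follow-up dose series; inconclusive = inhibition above the set first-screen limit but never retested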;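 also: fluorescence reports GDP produced by GAP-driven GTP hydrolysis; strong numbers were not always called active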
NS5 inhibitors pilot replicate: second read-out of NS5 inhibitors, no call of its own (marks repeat the call); inhibition, %; measured here: pilot screen replicate inhibition
An asterisk follows results filed as active; ? = inconclusive; · = no result given; [ ] = dose if it differs, or a comment.

SMILES | Salmonella PhoP GFP | NS5 inhibitors | GPR35 antagonists | GPR55 LPI antagonism | HIV peptide binding | Large T inhibition | RSV antiviral HEp-2 | UTI89 phage lysis | MgcRacGAP inhibition | others
Cc1ccccc1C(=O)NNC(=O)CSc1nnc(C)n1-c1ccccc1 | -3.4% | -7.2% | -8.8% | 1.5% | -0.5% | 19.6% | 1.0% | 0.2% | 6.1%
CC(C)N1CC(COc2ccc(Br)cc2)OC1=O (centres undefined) | -4.0% | -6.5% | -4.6% | 10.1% | 2.4% | 14.2% | 1.0% | 0.0% | 5.1%
COc1ccc(CCN(C)C2CCCN(S(=O)(=O)N(C)C)C2)cc1OC (centres undefined) | 0.5% | -8.7% | · | · | · | 11.5% | 0.2% | 0.9% | 2.8%
CN1CCCN(Cc2nc(-c3cccc(C(F)(F)F)c3)no2)CC1 | 7.0% | -8.3% | -6.1% | 3.9% | -1.1% | 1.1% | -1.8% | -0.2% | -10.3%
Cc1cc(Cl)cc(Cl)c1OCC(=O)NCc1ccco1 | 4.2% | 1.6% | 7.4% | -6.8% | 0.6% | 17.0% | 2.4% | -0.2% | 19.6%
CCc1c(C)c2cc(Cl)c(O)c(CN(C)C)c2oc1=O | 9.0% | -3.3% | -7.3% | 10.7% | 3.0% | -4.0% | 1.7% | 8.8% | 7.6%
Cc1ccc(C)c(NC(=S)NC(NC(=O)N(C)C)C(Cl)(Cl)Cl)c1 (centres undefined) | 11.9% | -4.7% | -0.1% | 10.9% | 1.0% | 3.1% | -0.5% | 1.9% | 1.4%
Cc1ccc(NC(=S)NNC(=O)C2CC2c2ccc(C)cc2)cc1 (centres undefined) | 3.5% | -5.7% | 5.1% | 9.6% | 2.0% | 18.4% | 10.7% | 0.7% | 4.9%
CC1CCCC(C)N1C(=O)CSc1nc(N)c(-c2ccccc2)c(=O)[nH]1 (centres undefined) | -8.9% | 0.0% | -4.1% | 6.3% | 2.0% | 14.4% | -0.1% | 3.8% | 3.5%
C1CCC2(CC1)OCC1(CO2)COC2(CCCCC2)OC1 | 1.2% | -6.8% | 1.7% | 16.8% | 2.6% | 2.9% | 1.6% | 0.4% | 5.6% | NS5 inhibitors pilot replicate=-4.3
Cn1c(SCc2nc3ccccc3[nH]2)nnc1-c1cccs1 | -0.5% | -4.1% | -17.7% | 11.7% | 0.6% | 10.4% | 0.8% | -0.9% | 10.9%
c1ccc(CC2CCN(Cc3ccccn3)CC2)cc1 | 5.2% | -2.3% | 6.1% | -1.1% | 1.3% | 2.5% | -1.2% | -0.1% | 216µM*
Cc1ccc(NC(=O)C(OC(=O)c2ccc(NC(N)=O)cc2)c2ccccc2)cc1Cl (centres undefined) | 15.8% | -10.9% | 11.6% | 12.1% | 2.7% | 12.9% | 14.3% | -4.2% | 6.8%
O=C(N/N=C/c1cc([N+](=O)[O-])ccc1O)c1ccc(COc2ccc3c(c2)CCC3)o1 | 1.3% | -1.9% | 1.4% | 5.5% | 9.5% | 6.2% | -0.6% | 0.0% | 11.6%
COc1ccc(OC)c(NC(=O)Nc2c(O)ccc3ccccc23)c1 | · | 3.9% | · | · | · | 22.2% | 7.6% | -1.8% | 4.7%
CCC(=O)c1ccc(OCC(=O)OCC(=O)N(C)CC(=O)Nc2ccc(F)cc2)cc1 | -4.7% | -2.9% | · | · | · | 7.6% | -0.8% | 1.4%[50 µM] | 5.4%
Cc1cc(CSc2nc(C)cc(=O)[nH]2)c2ncccc2c1 | 0.4% | -6.9% | -4.7% | 2.5% | -0.4% | 5.2% | 11.6% | -0.4% | 5.2%
O=C(Nc1ccc(N2CCOCC2)cc1)c1ccc(S(=O)(=O)N2CCCCC2)cc1 | 2.9% | -5.6% | 16.5% | 12.6% | -3.4% | 6.3% | 0.3% | 0.2% | 2.1%
O=C(CSc1nc2ccccc2n1Cc1ccccc1)N/N=C/c1ccco1 | -7.9% | -8.8% | 7.8% | 0.8% | -0.9% | 5.8% | -1.0% | 0.3% | 5.2%
COc1ccccc1N1CCN(CCCCOc2ccc(F)cc2)CC1 | 8.2% | -0.8% | 2.6% | 4.4% | -3.7% | 4.4% | 1.8% | 0.0% | 4.6%
Cc1ccc(S(=O)(=O)NCc2ccc3c(c2)OCO3)cc1C | 0.9% | · | -2.2% | -5.6% | -2.5% | 2.0% | 2.2% | -0.8% | -12.6%
C(=N\n1cnnc1)/c1ccccn1 | -2.2% | -6.8% | 2.3% | -1.9% | 0.3% | 5.9% | 0.4% | 0.1% | 6.5%
O=C(N/C(=C\c1ccc(F)cc1)C(=O)N1CCOCC1)c1ccccc1 | -4.7% | -0.8% | -1.6% | -2.0% | 1.8% | 9.4% | 0.1% | 0.5% | 6.8%
CCN1CCN(CCCNc2ncnc3nc[nH]c23)CC1 | 4.1% | -2.1% | -2.8% | -3.2% | -0.5% | -5.9% | 0.9% | -0.1% | 7.2%
CC1CC(C)CN(CC(C)(C)NS(=O)(=O)c2ccccc2)C1 (centres undefined) | 7.3% | -1.4% | 0.1% | -1.7% | -0.6% | 27.5% | 2.3% | -0.1%[50 µM] | 17.1%
Cc1ccc(NC(=O)c2c(C)nc3sc(C(=O)NC4CCCC4)c(N)c3c2-c2ccco2)c(C)c1 | 9.7% | 0.0% | 22.2% | 4.5% | 11.4% | 3.2% | 1.1% | 0.0% | 3.2%
COC(=O)c1ccc(Oc2nc(NC(C)(C)C)nc(N3CCOCC3)n2)cc1 | -5.7% | · | -7.2% | -11.8% | -1.3% | 13.0% | -1.8% | · | ·
CC(C)c1ccc(NC2CCCN(C(=O)c3ccncc3)C2)cc1 (centres undefined) | 0.6% | 3.9% | -6.1% | -20.5% | -1.3% | -4.7% | 0.5% | 1.6%[50 µM] | 8.5%
CCc1ccc(NC(=S)N2CCCC2)cc1 | -4.4% | -1.6% | -1.4% | 6.2% | 0.1% | 12.5% | 1.0% | -0.1% | 5.3%
N#Cc1cnn(-c2ncnc3sc4c(c23)CCCC4)c1N | 10.9% | 1.6% | -7.2% | -14.1% | -1.3% | 0.8% | 2.1% | 1.1% | -1.1%
CCOC1(c2ccccc2)CC1C(=O)N/N=C/c1cccc([N+](=O)[O-])c1 (centres undefined) | -0.8% | 10.0% | -16.7% | 2.1% | -1.9% | 4.3% | 6.4% | -1.9% | -1.1%
O=C(Nc1ccc(C(=O)O)cc1)/C(=C\c1cccc([N+](=O)[O-])c1)NC(=O)c1ccc(Br)o1 | 1.9% | 3.7% | -6.7% | 7.2% | 8.7% | 11.5% | -0.7% | 0.6% | 0.9%
O=C(CCCCl)Oc1ccc2cc(-c3ccc4ccccc4n3)c(=O)oc2c1 | 1.0% | -20.5% | -14.1% | 15.7% | 27.3% | 4.2% | ? | 0.1% | 5.1%
Cc1ccc(S(=O)(=O)/N=c2\sccn2C)cc1 | -0.7% | -5.6% | -5.1% | 3.0% | -0.9% | 3.6% | 2.2% | -1.0% | 5.1%
COC(=O)C(Cc1ccccc1)NC(=O)CCCC(=O)NCc1cccc(OC)c1 (centres undefined) | -2.7% | -8.0% | 3.7% | 6.5% | -0.3% | 1.4% | 2.2% | -2.0% | -0.9%
COc1ccc(-n2nc3c(c2NC(=O)C2CC(=O)N(c4ccccc4)C2)CS(=O)(=O)C3)cc1 (centres undefined) | -3.0% | 3.2% | -6.1% | 10.5% | -0.7% | 11.3% | 1.5% | 0.6%[50 µM] | 8.9%
Cc1ccc(CNCCC2=CCCCC2)cc1 | -46.6% | 1.6% | -2.3% | 9.5% | 1.4% | 4.0% | -0.7% | 0.8% | 2.1%
N#CC1(c2ccccc2)CCC(=NO)CC1 (centres undefined) | 10.5% | -9.7% | -10.2% | -6.4% | 0.3% | -9.4% | 3.7% | 1.2%[50 µM] | -5.2%
CC1(C(=O)O)CCC(C(=O)NNC(=O)c2ccccc2O)C1(C)C (centres undefined) | 8.6% | 0.0% | 7.4% | -4.5% | 0.9% | 0.2% | 0.9% | 0.1% | 8.2%
O=C(Nc1nccs1)C1CC(=O)N(c2ccccc2Cl)C1 (centres undefined) | 6.2% | -5.7% | 12.6% | 0.0% | 4.3% | 5.0% | -0.3% | 3.0% | 7.3%
O=C(CCc1nnc(CCCCc2ccccc2)o1)N1CCCC(O)C1 (centres undefined) | -4.5% | 4.6% | -16.7% | -2.6% | -1.3% | 13.9% | 1.4% | 1.6%[50 µM] | 5.0%
Cc1cc2c(c(=O)n1Cc1ccco1)C(c1ccccc1)C(C#N)=C(N)O2 (centres undefined) | 12.1% | -8.8% | -3.3% | 4.5% | 0.9% | 3.3% | -0.4% | 1.4% | -5.8%
CC(C)COC(=O)c1ccc(NC(=O)C2C3CCC(C3)C2C(=O)O)cc1 (centres undefined) | 1.1% | -5.4% | 5.0% | 16.5% | 1.8% | -0.8% | -0.2% | -0.1% | 8.4%
CN(C(=O)COC(=O)c1ccc(Cl)c(N)c1)c1ccccc1 | -6.6% | · | -2.4% | -4.9% | -1.9% | 15.5% | 2.6% | · | ·
CCN(CC)c1ccc(C(=S)NC2CCCCC2)cc1 | -5.1% | 4.5% | 1.1% | -1.4% | -1.1% | 2.4% | 22.3% | 0.4% | 5.0%
O=C(CN1CCN(C(=O)CNC(=O)c2ccc3c(c2)OCO3)CC1)Nc1cccc(F)c1 | · | -4.5% | · | · | · | · | -0.3% | 0.2%[50 µM] | 2.5%
Cc1ccc(CCC(=O)Nc2ccc(Cl)cc2)o1 | 3.1% | 0.6% | 5.1% | -23.4% | 0.0% | -4.0% | 9.1% | -0.2% | 3.1%
COc1cc(/C=N/NC(=O)C2CC(=O)N(c3ccc(C)cc3)C2)cc(OC)c1OC (centres undefined) | -5.2% | -4.8% | -1.3% | 6.8% | -0.6% | 8.6% | 3.6% | 0.1% | 4.9%
Cc1cc(SCC(=O)OC/C(O)=C(\C#N)c2nc3ccccc3[nH]2)c(C)cc1Br | -0.9% | -8.9% | 4.4% | -1.8% | 5.1% | 3.5% | 0.9% | 1.8% | 2.4%
O=C(NCCCc1ccccc1)c1ccncc1 | -2.4% | -11.0% | 0.3% | -7.6% | 0.1% | -3.1% | 0.6% | 0.7% | 1.3%
COc1ccc(-c2cc(C(=O)NNC(=O)c3csc(N4CCOCC4)n3)c3ccccc3n2)cc1OC | -8.5% | 0.7% | · | · | · | 9.2% | -0.5% | 1.6%[50 µM] | 4.4%
Cc1sc2ncnc(SCC(=O)NC(=O)NCc3ccco3)c2c1C | 9.2% | 2.8% | 9.6% | 11.6% | 0.4% | 4.9% | 1.3% | 0.3% | 12.8%
